# Compound activity from PubChem.
# PI4K2A inh – blocks human PI4K2A kinase activity; 0.13% of 420,000 active; Q9BTU6; AID 1346378; activity change, negative = inhibition, % at 76.9 µM; purified PI4K2A, ADP-Glo luminescence, 1 h; active compounds read low; in the data active = activity change below about -50%; inconclusive = mostly about -30% to -49%;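 also: -100% = wells without enzyme as full effect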
# Target sequence (Q9BTU6 whole entry, looked up): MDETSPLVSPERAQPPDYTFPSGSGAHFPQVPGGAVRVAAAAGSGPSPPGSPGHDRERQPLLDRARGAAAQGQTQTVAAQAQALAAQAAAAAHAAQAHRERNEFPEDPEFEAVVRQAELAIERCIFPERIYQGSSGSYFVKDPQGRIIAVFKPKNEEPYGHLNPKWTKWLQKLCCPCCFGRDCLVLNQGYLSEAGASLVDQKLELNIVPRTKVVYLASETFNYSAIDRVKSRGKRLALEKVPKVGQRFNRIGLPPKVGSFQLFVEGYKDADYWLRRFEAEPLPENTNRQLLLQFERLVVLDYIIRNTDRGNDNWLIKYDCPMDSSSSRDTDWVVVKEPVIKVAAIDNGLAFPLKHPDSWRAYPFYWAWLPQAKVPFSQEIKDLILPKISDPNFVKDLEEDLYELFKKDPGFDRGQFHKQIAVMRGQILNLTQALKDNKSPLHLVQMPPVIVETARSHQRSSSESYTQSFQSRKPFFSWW
#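 PI4K2A activity was measured by ADP-Glo luminescence: enzyme (4 ug/mL stock) and phosphatidylinositol (1.2 mM stock) in Tris pH 7.5/MgCl2/EGTA/Triton X-100 buffer were reacted with ATP (300 microM stock) for one hour at ambient temperature.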
# POLH inh – blocks human DNA polymerase eta activity; Q9Y253; AID 588591; 1.2% of 390,000 active; Potency, µM (series often up to 114 µM), for the others: at the top dose activity change, negative = inhibition, actives largely listed as inhibitors; recombinant Pol eta, fluorescent DNA replication assay; also: potency is read from the fitted curve at half-maximal effect; % is scaled to controls: 0 for no effect and ±100 for the full control effect
#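 Fluorescent replication assay: 50 nM final substrate added after a 15 min room-temperature compound preincubation with 10 nM enzyme. Signal taken at 0 min and again at 10 min.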
# BAZ2B block – BAZ2B (human) inhibition | Q9UIF8 | AlphaScreen BAZ2B-H3K14Ac peptide displacement | Potency, µM (series often up to 114 µM), for the others: at the top dose activity change, negative = inhibition, actives largely listed as inhibitors | 4.4% of 360,000 active | AID 504333; also: potency is read from the fitted curve at half-maximal effect; % is scaled to controls: 0 for no effect and ±100 for the full control effect; nearly all actives have a fitted effect of over 60% in size
#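 AlphaScreen luminescence quantifies BAZ2B engagement of H3K14Ac peptide; the protein and biotinylated peptide are both at 50 nM final, buffer PBS pH 7.4 with 0.01% Tween-20, all steps at room temperature.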
# GLS inhibitor – inhibitors of human glutaminase (GLS) | GLS enzymatic activity, qHTS titration | O94925 | 0.21% of 410,000 active | AID 624170 | Potency, µM (series often up to 45.5 µM), inactives show at the top dose activity change, negative = inhibition, usual class: inhibitors; also: potency is read from the fitted curve at half-maximal effect; % is scaled to controls: 0 for no effect and ±100 for the full control effect
#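 hKGA; 45 mM KH2PO4 pH 8.2 + 0.02% Tween-20; cpd via pin tool; 1 mM Gln soln; GluOx/HRP/Amplex Red; RT 30 min; fluor. t0 & final.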
# HP1b binding inh – inhibitors of HP1-beta chromodomain binding to methylated histone tails; AID 540317; AlphaScreen HP1-beta / biotin-H3K9me3 peptide binding; 0.56% of 390,000 active; Potency, µM (titrated, usually from 114 µM), without a hit: top-dose activity change, negative = inhibition, hits mostly inhibitors; P83916; also: potency is read from the fitted curve at half-maximal effect; nearly all actives have a fitted effect of over 70% in size; inactives centre near 23
# Target sequence (P83916 whole entry, looked up): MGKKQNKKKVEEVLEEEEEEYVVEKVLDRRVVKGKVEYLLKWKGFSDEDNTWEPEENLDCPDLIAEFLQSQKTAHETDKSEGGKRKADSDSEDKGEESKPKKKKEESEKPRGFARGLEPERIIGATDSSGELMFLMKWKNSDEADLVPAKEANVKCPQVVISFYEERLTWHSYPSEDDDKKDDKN
#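 Compound inhibition of the preformed complex between 50 nM HP1-beta and 50 nM biotinylated H3K9me3 peptide was read by AlphaScreen. Buffer was PBS pH 7.4 with 0.01% Tween-20. Incubations ran 30 min at room temperature, with 10 ug/mL donor/acceptor beads.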
# Pin1 inhibitor – inhibitors of human Pin1 | Q13526 | Pin1 FP peptide displacement, HiFluor488, 10 min | Potency, µM (top dose mostly 115 µM), without a hit: at the top dose activity, negative = inhibition, usual class: inhibitors | 0.009% of 390,000 active | AID 504891; active = well fitted inhibition curve with a large enough effect in the polarisation, with a control signal flat, not every such curve was filed as active; inconclusive = small, poorly fitted or top-dose-only effect, or effect the other way, or a change in a side signal; inactive = no such curve, though single readings can be large or run the other way; the % refers to the polarisation; also: potency is read from the fitted curve at half-maximal effect; % is scaled to controls: 0 for no effect and ±100 for the full control effect
# JMJD2A Tudor inh – blocks the human JMJD2A Tudor domain. O75164. AlphaScreen JMJD2A-Tudor / H3K4me3 peptide binding. Potency, µM (top dose mostly 114 µM), for the others: at the top dose activity change, negative = inhibition, usual class: inhibitors. 4.4% of 390,000 active. AID 504339; also: potency is read from the fitted curve at half-maximal effect; % is scaled to controls: 0 for no effect and ±100 for the full control effect; nearly all actives have a fitted effect of over 50% in size
# G9a block – blocks human histone lysine methyltransferase G9a. G9a H3K9 monomethylation, AlphaScreen, 2 h. Q96KQ7. 8.8% of 350,000 active. AID 504332. Potency, µM (series often up to 102 µM), inactives show top-dose activity, negative = inhibition, usual class: inhibitors; also: potency is read from the fitted curve at half-maximal effect; % is scaled to controls: 0 for no effect and ±100 for the full control effect; nearly all actives have a fitted effect of over 75% in size
# Target sequence (Q96KQ7 913-1193 limits assumed): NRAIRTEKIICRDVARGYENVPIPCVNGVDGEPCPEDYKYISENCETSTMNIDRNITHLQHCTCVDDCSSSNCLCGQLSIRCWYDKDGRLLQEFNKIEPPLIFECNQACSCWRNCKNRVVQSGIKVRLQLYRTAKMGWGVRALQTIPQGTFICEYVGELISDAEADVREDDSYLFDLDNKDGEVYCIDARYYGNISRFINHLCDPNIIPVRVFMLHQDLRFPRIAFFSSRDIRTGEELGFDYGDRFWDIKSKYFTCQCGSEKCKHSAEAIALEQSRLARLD
#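 G9a (20 nM) was preincubated 15 min with compound, then reacted 2 h at room temperature with 500 nM biotin-H3K9 peptide and 20 µM SAM. Monomethyl-H3K9 detected by AlphaScreen using anti-H3K9me1 antibody.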
# Tb PGK inh – T. brucei PGK inhibition; PGK/GAPDH coupled, Kinase-Glo luminescence, 60 min; 0.043% of 380,000 active; Potency, µM (titrated, usually from 57.5 µM), without a hit: at the top dose activity change, negative = inhibition, actives largely listed as inhibitors; P07378; AID 602233; also: potency is read from the fitted curve at half-maximal effect; % is scaled to controls: 0 for no effect and ±100 for the full control effect; nearly all actives have a fitted effect of over 60% in size
#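 Luminescent ATP detection (Kinase-Glo Plus) follows a 60-minute room-temperature incubation, with wells lacking PGK as controls. Buffer: 100 mM TEA (pH 7.6), 5 mM MgCl2, 0.01% Tween-20. Coupling enzyme GAPDH (100 nM final) supplies unstable 1,3-BPG in-well.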
# * hit, by the source's call; i = inactive; ? = inconclusive; / = not tested or not shown; [ ] = dose if it differs, or a comment. Unless noted, calls follow the shape of the dose curve; as a rule, active = well fitted curve in the direction sought with a large enough effect; inconclusive = small, poorly fitted or top-dose-only effect, or another doubt; inactive = no such curve, though single readings can be large; an effect the other way counts as inactive or inconclusive.
SMILES,PI4K2A inh,POLH inh,BAZ2B block,GLS inhibitor,HP1b binding inh,Pin1 inhibitor,JMJD2A Tudor inh,G9a block,Tb PGK inh
CCN1CCN(C(=O)/C=C/c2ccc3c(c2)OCO3)CC1,4,-17%,-1%,7%,33%[activator],1%,-6%,/,0%
CNCC(O)c1ccc(OC(=O)C(C)(C)C)c(OC(=O)C(C)(C)C)c1 (centres undefined),-4,-13%,-3%,12%,23%,6%,-9%,-9%[59 µM],-1%
Cc1ccc(C)c(Nc2cc(C)nc3ccccc23)c1,-1,-6%,/,14%,17%,6%,-20%,/,3%
CCCOc1ccc(NC(=O)CC2C(=O)N(c3ccc(OCC)cc3)C(=S)N2C2CC2)cc1 (centres undefined),-3,5%,-10%,6%,44%[activator],-4%,1%,/,1%
COCCC(=O)Nc1ccc2c(c1)CN(C(=O)CCSC)CC2,-8,-11%,1%,5%,55%[activator],-3%,3%,-4%,-5%
COc1ccc(-c2nc(N=Nc3ccc(O)cc3)n[nH]2)cc1,-8,-15%,?,14%,-18%,21%,?,2%[59 µM],i
CC1=C(c2ccc(C(C)C)cc2)S(=O)(=O)NC1=NCc1ccccc1C,-1,10%,2%,-4%,23%,-1%,-8%,-34%[59 µM],-3%
O=C(NNC(=O)c1ccc(Br)o1)c1csc(N2CCOCC2)n1,7,-23%,-5%,2%,27%[57 µM],-7%,0%,?,2%
COc1cc2nc(SCC(=O)Nc3c(C)cc(C)cc3C)n3nc(CCn4c(C)nc5ccccc54)nc3c2cc1OC,-1,/,/,-2%,11%,9%,-19%,0%[59 µM],/
COc1ccc(NC(=O)c2cc(-c3cccs3)on2)c(OC)c1,0,6%,14%,11%,3%,-9%,-15%,9%[12.7 µM],-8%
C=CCOc1c(Cl)cc(CNn2cn[nH]c2=S)cc1OC,-1,-23%,-15%,5%,29%,1%,?,?,i
CSc1nnc2c(n1)OC(c1cccc(O)c1Cl)Nc1ccccc1-2 (centres undefined),5,-4%,-3%,-1%,8%,9%,-9%,-6%[59 µM],-10%
NC(=O)c1c(NC(=O)C2COc3ccccc3O2)sc2c1CCN(Cc1ccccc1)C2 (centres undefined),-1,-6%,-12%,-7%,45%,?,-6%,-6%,-9%
Cc1cccc(Cn2cc3c(=O)n(CC(=O)Nc4cccc(C)c4C)nc-3c3cc(F)ccc32)c1,-1,-4%,-4%,0%,24%,?,-11%,-4%[59 µM],6%
COc1ccc(NC(=O)c2sccc2C)cn1,-7,-12%,0%,-10%,29%,-7%,-4%,-16%,-16%
CCOC(=O)Cc1cnc(NC(=O)CSc2nc(C)cc(C)n2)s1,-4,-21%,-13%,-8%,56%[activator],4%,-8%,?,-9%
COc1ccc(OC)c(C(C(=O)NC2CCCCC2)N(C(=O)c2snc(C(N)=O)c2N)c2ccccc2OC)c1 (centres undefined),-6,1%,0%,1%,25%,0%,-14%,16%,i
O=S(=O)(c1cccs1)N1CCC(Cc2ccccc2)CC1,0,-14%,20%,-7%,133%[activator],-12%,51%[activator],52%[activator][59 µM],5%
O=C(CC1COc2ccccc2O1)NCCc1ccccc1 (centres undefined),-5,-1%,-21%[57.1 µM],5%,11%,2%,-9%,41%[activator],-2%
COc1ccccc1N(CC(=O)NCCc1ccccc1)C(=O)CCC(=O)Nc1nccs1,1,5%,4%,-25%,10%,6%,-13%,23%[59 µM],2%
COc1ccc(-c2cc(C(F)(F)F)nc(SCC(=O)NCc3cccs3)n2)cc1OC,-2,-14%,-6%,-12%,59%[activator],15%,16%,-10%,i
Cc1ccc(NC(=O)CCNC(=O)c2ccccc2)cc1F,-7,-11%,-33%,-12%,7%,-3%,7%,1%,-18%
Cc1ccc(/C=N\n2c(-c3ccccc3)n[nH]c2=S)s1,1,-12%,-2%,-23%,10%,-1%,50µM*,-18%[0.501 µM],0%
CCOC(=O)c1[nH]c(C)c(CCC(=O)NCc2ccc(CC)cc2)c1C,0,-9%,0%,10%,7%[57 µM],4%,-26%,3%[59 µM],1%
O=C(Nc1ccc2nn(-c3ccccc3)nc2c1)c1ccc2c(c1)OCCO2,-3,5%,/,4%,15%,3%,-9%,7%[59 µM],-16%
COCc1cc(=O)[nH]c(/N=C(\N)Nc2ccccc2C)n1,11,-15%,11%,10%,20%,-4%,-13%,-18%,-5%
CN(C(=O)c1cccc(C#N)c1)c1nnc(C2CCCO2)s1 (centres undefined),-5,-3%,7%,1%,15%,-11%,0%,?,i
COc1cc(C2Nc3ccc4ncccc4c3C3=C2C(=O)CCC3)cc(OC)c1O (centres undefined),-7,?,-28%,19%,5%,-24%,-23%,?,i
O=C(Cc1ccccc1)NN1C(=O)C2C(C1=O)C1C=CC2C12CC2 (centres undefined),1,-10%,5%,12%,20%,-5%,-9%,8%[59 µM],2%
CCOc1ccc(CCNC(=O)c2ccc3c(c2)N(Cc2ccc(F)cc2)CCS3)cc1,3,-4%,-36%,-12%,4%,-2%,-17%,-20%[59 µM],-1%
CSC1=C(C#N)C(c2cccc(Br)c2)CC(=O)N1 (centres undefined),-1,-8%,0%,5%,18%,6%,-2%,-2%[59 µM],5%
CCN(CC)C(=O)C1=C(C)N(Cc2ccc(C(C)(C)C)cc2)C(=O)C(CC(=O)NCCCN(C)C)C1 (centres undefined),1,-11%,/,1%,/,/,/,/,-1%
CCC(Oc1ccccc1-c1nnc(-c2ccccc2)o1)C(=O)Nc1ccc(C(C)=O)cc1 (centres undefined),-2,-2%,?,-8%,54%[activator],7%,-7%,22%[59 µM],-1%
CCC(C)NC(=O)c1ccc2c(c1)S(=O)(=O)c1ccccc1C2=O (centres undefined),0,-21%,-34%,1%,22%,-2%,-13%,20µM*,0%
Cc1ccc(NC(=S)Nc2c(C)n(C)n(-c3ccccc3)c2=O)cc1,-4,-15%,5%,19%,42%[activator],1%,-8%,10%[59 µM],-5%
O=S(=O)(N/N=C/c1ccc(Cl)cc1)c1ccc(Cc2ncc(C(F)(F)F)cc2Cl)s1,-3,?,-33%,21%,-24%,?,?,28µM*,0%
COc1ccc(S(=O)(=O)Nc2ccc(Cc3ccncc3)cc2)cc1C,1,-15%,-27%,1%,23%,-5%,-27%,/,-9%
Cn1cc(/C=C2\SC(=S)N(NC(=O)c3ccccc3Cl)C2=O)c2ccccc21,7,-17%,-34%,-10%,-20%,?,?,3%[59 µM],-7%
CCCn1c2ccccc2c2cnn(CC(=O)NC3CCC(C)CC3)c(=O)c21 (centres undefined),9,-15%,3%,-3%,39%,2%,-17%,-5%[0.0925 µM],0%
CCOC(=O)c1c(NC(=O)c2ccccc2C)sc2c1CCCC2,0,-16%,-1%,-4%,66%[activator],-10%,85%[activator],7.9µM*,i
C/C(=C\C(=O)c1ccccc1)Nc1cccc(O)c1,1,-12%,50µM*,36%[activator],-19%,4%,?,50µM*,3%[11.5 µM]
CCOCCCNC(=O)C(NC(=O)c1ccccc1O)c1ccc(C)cc1 (centres undefined),-2,9%,-3%,0%,41%[activator],5%,-1%,5.6µM*,-4%
CCN(CC)C(=O)C1=C(C)N(CCCN2CCCC2=O)C(=O)C(CC(=O)NC2CCCC2)C1 (centres undefined),-6,2%,/,-1%,/,/,/,/,-9%
COc1ccc(Cc2nc3ccc(C(=O)NCCc4ccc(OC)c(OC)c4)cc3o2)cc1,0,-18%,-2%,11%,20%[57 µM],-4%,-3%,0%[59 µM],-1%
Cc1ccc(CC2CC(=O)N(c3nc4ccccc4n3C)C2=O)cc1 (centres undefined),5,-7%,-37%,-4%,25%,-15%,-8%,25%[12.7 µM],-3%
Cc1ccc(CCNC(=O)c2ccc3c(c2)N(Cc2cccc(Cl)c2)C(=O)c2ccccc2S3(=O)=O)cc1,5,-4%,2%,-1%,29%,20%,-6%,-2%[59 µM],-2%
Cc1ccc(S(=O)(=O)/N=c2\scc(C)n2C)cc1,1,-9%,27%,-15%,36%[activator],-7%,-8%,27%[2.33 µM],5%
CC(C)N(C(=S)Nc1cccnc1)c1ccccc1,0,-15%,1%,6%,35%,2%,0%,11%[59 µM],-4%
COC(=O)/C(=C\C(=O)c1ccc([N+](=O)[O-])cc1)Nc1ccc(OC)cc1,-9,-14%,5.6µM*,-14%,11µM*,1%,18µM*,/,-12%
COc1cccc(NC(=O)c2nn(C)cc2Br)c1,-2,-20%,/,5%,38%,?,-6%,/,-1%
Cc1nnc(SCC2=C(C(=O)O)N3C(=O)C(NC(=O)Cn4ncc(Cl)c4C)C3SC2)s1 (centres undefined),-15,18µM*,?,?,14%,?,?,28µM*,-28%
CCc1cccc(OCC(=O)Nc2ccc(S(=O)(=O)Nc3onc(C)c3C)cc2)c1,-2,1%,-11%,18%,35%,-12%,-25%,?,-7%
CCOc1ccc(N2CC(C(=O)Nc3nnc(SCCOC)s3)CC2=O)cc1 (centres undefined),0,-16%,-1%,0%,1%,-3%,-16%,71µM*,i
CC(C)(C)[C@H]1COC(=O)[C@H](NC(=O)OCC2c3ccccc3-c3ccccc32)C/C=C\C[C@@H](CC(=O)N[C@@H](CO)Cc2ccccc2)C(=O)N1,-2,6%,/,10%,21%,6%,-26%,/,-11%
O=C(COC(=O)CC1CCCC1)Nc1cccc(F)c1,0,-3%,5%,12%,51%[activator],-2%,-2%,11%[2.33 µM],3%

# Only part of the results is shown; count on the stated rates, not on these rows.
